# High-throughput results: PubChem, National Center for Advancing Translational Sciences (NCATS)
# S-ASM inh = human S-ASM enzyme inhibition; 340,000 compounds, 0.006% hits; placental ASM, HMU-PC fluorogenic substrate, 60 min; P17405; Potency, µM (doses to about 57.5 µM), without a hit: top-dose activity change, negative = inhibition, usual class: inhibitors; further: potency means the concentration at half of the fitted maximal effect
#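 Fluorescence read-out (Ex 386 nm, Em 447 nm) after stopping the reaction at pH 10. Enzyme: ASM from human placenta; substrate HMU-PC0, 9 uM final; 60 min, 37 °C. Compound preincubation 10 min, ambient temperature.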
# TSHR antagonist = blocks TSH signaling through the human TSH receptor; P16473; TSHR-expressing cells, TSH-stimulated cAMP HTRF, 2 h; stronger effect = lower value; activity change, negative = inhibition, % at 11.5 µM; 330,000 compounds, 0.2% hits;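 active means activity change below a set negative limit, meaning inhibition stronger than a set level, cut at about -70% in these data; inconclusive means activity change between two set negative limits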; further: on the % scale 0 is the no-effect control and ±100 the full control effect
#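 TSHR-expressing cells, 200/well, pre-treated with compound, then stimulated with EC80 TSH (4nM final) for 2 hours at 37 deg C. cAMP measured by competitive HTRF: anti-cAMP cryptate antibody in lysis buffer plus cAMP-d2, read after 30 minutes at room temperature.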
# TSG101-PTAP inh = blocks PTAP/TSG101 interaction to inhibit HIV-1 budding; Potency, µM (doses to about 115 µM), without a hit: top-dose activity change, negative = inhibition, hits mostly inhibitors; 340,000 tested, under 10 active; Q99816; Fluorescence polarization, FITC-PTAP peptide / Tsg101 binding; active means well fitted inhibition curve with a large enough effect in the main read-out, with a control signal flat, not every such curve was filed as active; inconclusive means small, poorly fitted or top-dose-only effect, or effect the other way, or a change in a side signal; inactive means no such curve, though single readings can be large or run the other way; further: potency means the concentration at half of the fitted maximal effect; % of control where 0% means no effect
#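 Compounds were pin-transferred onto Tsg101 binding domain (10 uM final) in HEPES pH 7.5 buffer, then FITC-PTAP peptide was added at 50 nM final. After 20 min at RT, polarization reported peptide displacement across a qHTS concentration series.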
# a7 integrin act = integrin-mediated muscular dystrophy alleviation activation. alpha7betagal myoblasts, beta-gal FDG fluorescence, 48 h. Potency, µM (series often up to 38.3 µM), inactives show at the highest dose activation, usual class: activators. AID 624291. 350,000 compounds, 0.064% hits;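 further: potency means the concentration at half of the fitted maximal effect; 100% = response of the positive control SU9516; nearly all actives have a fitted effect of over 60% in size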
#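 Alpha7betagal+/- myoblasts (passage 13) were plated 16-24 hr, then exposed to compounds (1:260 dilution of DMSO stock) for 48 hours at 37C. After MPER lysis, β-galactosidase reporter activity was read as FDG fluorescence (ex 480/em 540) after 30 minutes.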
# Tb PFK block = blocks T. brucei phosphofructokinase. AID 485367. Potency, µM (doses to about 57.5 µM), inactives show at the highest dose activity, negative = inhibition, hits mostly inhibitors. 330,000 compounds, 0.17% hits. O15648. T. brucei PFK, ADP-Glo luminescence;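 further: potency means the concentration at half of the fitted maximal effect; 0% = uninhibited 1x PFK enzyme wells and -100% = no-enzyme wells; nearly all actives have a fitted effect of over 60% in size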
# Target sequence (O15648 whole entry, looked up): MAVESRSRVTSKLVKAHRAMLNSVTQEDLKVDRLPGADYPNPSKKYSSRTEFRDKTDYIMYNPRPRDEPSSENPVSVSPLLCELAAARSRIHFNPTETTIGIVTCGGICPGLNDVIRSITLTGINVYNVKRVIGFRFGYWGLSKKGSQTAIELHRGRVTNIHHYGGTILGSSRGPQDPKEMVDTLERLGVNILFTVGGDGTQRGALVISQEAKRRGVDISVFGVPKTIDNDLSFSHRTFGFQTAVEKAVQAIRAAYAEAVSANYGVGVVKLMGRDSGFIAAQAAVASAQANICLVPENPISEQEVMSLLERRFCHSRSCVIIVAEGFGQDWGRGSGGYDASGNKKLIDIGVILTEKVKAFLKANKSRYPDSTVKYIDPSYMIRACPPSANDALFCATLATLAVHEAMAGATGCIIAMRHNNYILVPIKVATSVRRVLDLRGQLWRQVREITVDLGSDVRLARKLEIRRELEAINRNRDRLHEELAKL
#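 Compounds were pin-transferred as a titration series up to 57 uM into substrate buffer (0.5 mM F6P, 0.1 mM ATP, pH 8.0), then 1.25 nM PFK was added and reactions ran 45 min before ADP-Glo detection.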
# Eya2 phos inh = Eya2 (human) phosphatase inhibition; AID 488837; 330,000 compounds, 0.006% hits; Potency, µM (highest dose often 76.9 µM), without a hit: at the top dose activity, negative = inhibition, most hits filed as inhibitors; recombinant Eya2, OMFP fluorescence dephosphorylation (OMFP is methylfluorescein phosphate); further: potency means the concentration at half of the fitted maximal effect; on the % scale 0 is the no-effect control and ±100 the full control effect
# Target sequence (O00167 whole entry, looked up): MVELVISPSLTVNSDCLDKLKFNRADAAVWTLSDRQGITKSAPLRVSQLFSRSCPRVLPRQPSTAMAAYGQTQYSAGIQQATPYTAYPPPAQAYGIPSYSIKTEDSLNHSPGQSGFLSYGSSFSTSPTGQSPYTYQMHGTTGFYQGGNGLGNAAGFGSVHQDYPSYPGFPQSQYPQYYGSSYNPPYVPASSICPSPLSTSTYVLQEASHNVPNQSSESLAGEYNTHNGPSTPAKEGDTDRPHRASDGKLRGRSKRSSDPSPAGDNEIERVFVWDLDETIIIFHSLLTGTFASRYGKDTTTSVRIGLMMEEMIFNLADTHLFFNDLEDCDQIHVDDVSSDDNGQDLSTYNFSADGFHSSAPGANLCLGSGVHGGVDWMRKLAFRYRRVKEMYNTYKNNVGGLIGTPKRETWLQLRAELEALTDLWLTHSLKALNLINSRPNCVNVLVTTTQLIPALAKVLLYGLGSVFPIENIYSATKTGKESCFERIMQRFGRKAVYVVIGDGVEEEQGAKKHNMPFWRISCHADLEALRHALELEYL
#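 Eya2 protein (added as 0.2 uM solution) was preincubated with compound for 10 min at ambient temperature in 50 mM HEPES pH 7.5, 50 mM NaCl, 5 uM MgCl2, 0.05% BSA, 1 mM DTT. OMFP (added at 50 uM) then reacted 10 min; fluorescence read at 485/525 nm.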
# A-T KAP1 phos = potential ataxia-telangiectasia treatment; […] A-T fibroblasts, KAP-1 phosphorylation AlphaLISA; neocarzinostatin DNA damage 30 min before lysis; Potency, µM (highest dose often 57.5 µM), for the others: at the top dose activation, hits mostly activators; 320,000 compounds, 0.19% hits; further: potency means the concentration at half of the fitted maximal effect; % of control where 0% means no effect; nearly all actives have a fitted effect of over 45% in size
#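 ATM-like activity read as KAP-1 phosphorylation via AlphaLISA donor/acceptor antibody pairs after lysis and 6 hr at 25C. Cells were ATM-null patient fibroblasts ([…], hTERT), dosed 60 min, then exposed to the DSB inducer NCS for 30 min.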
# Mito fusion yeast = blocks mitochondrial division or promotes mitochondrial fusion; Potency, µM (series often up to 46.1 µM), for the others: top-dose growth rescue (activation), actives largely listed as activators; 320,000 compounds, 0.23% hits; AID 485298; S. cerevisiae fusion-defective mutant growth rescue, CellTiterGlo 48 h;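 further: potency means the concentration at half of the fitted maximal effect; % of control where 0% means no effect; nearly all actives have a fitted effect of over 45% in size; temperature-sensitive fusion mutants such as fzo1-1 at 37 °C on non-fermentable ethanol glycerol medium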
#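 Yeast fusion mutant, YPEG (non-fermentable carbon), compound, 48 h at 37C non-permissive; CellTiterGlo added, 10 min RT, luminescence read. Rescued growth = division inhibition.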
# TCR act = T cell receptor activation; AID 504894; 330,000 tested, under 10 active; primary human leukocytes, anti-CD3, IL-2 HTRF, 48 h; Potency, µM (doses to about 9.22 µM), without a hit: top-dose activation of IL-2 secretion, usual class: activators; further: % of control where 0% means no effect
#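 Compounds are tested in HTS on primary human leukocytes co-incubated with a-CD3 beads for 48 hr. IL-2 output is measured by time-resolved FRET.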
# ELG1 repair inh = ELG1-dependent DNA repair inhibition; HEK293T ELG1-luciferase reporter, luminescence, 16 h; DNA damage induced by 5-fluorouridine; Potency, µM (series often up to 46.1 µM), inactives show at the top dose activity change, negative = inhibition, most hits filed as inhibitors; 330,000 compounds, 2.3% hits; further: potency means the concentration at half of the fitted maximal effect; on the % scale 0 is the no-effect control and ±100 the full control effect; nearly all actives have a fitted effect of over 55% in size
#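 Luminescence from the luciferase reporter, measured 30 min after ONE-Glo reagent at room temperature, was the read-out. Beforehand, 2,000 cells per well were exposed for 16 hr at 37 °C to 5-fluorouridine together with compound or vehicle.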
# BCR signal inh = chronic active BCR signaling inhibition. Potency, µM (doses to about 46.1 µM), for the others: top-dose ratio change, negative = lower green/red ratio, most hits filed as inhibitors. 340,000 compounds, 0.05% hits. ABC-DLBCL IkBa-CBG/CBR reporter, luminescence ratio, 4 h; active means well fitted inhibition curve with a large enough effect in the signal ratio, with a control signal flat, not every such curve was filed as active; inconclusive means small, poorly fitted or top-dose-only effect, or effect the other way, or a change in a side signal; the % refers to the signal ratio;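 further: potency means the concentration at half of the fitted maximal effect; plate controls were basal doxycycline-induced cells for no effect and cells given 10 µM MG132 for full effect; MG132 reads +100%, hits lower the ratio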
#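 Doxycycline induced both beetle luciferases in TMD8 lymphoma cells; IKK-driven degradation limits the IkappaBalpha-fused green signal, while red luminescence normalises for cell number and nonspecific effects. Compounds tested up to 46 uM, 4 hrs.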
# Active calls of the source: *; i = inactive; ? = inconclusive; . = no result given; [ ] = dose if it differs, or a comment. Unless noted, the call rests on the fitted dose curve; in most records, active means well fitted curve in the direction sought with a large enough effect; inconclusive means small, poorly fitted or top-dose-only effect, or another doubt; inactive means no such curve, though single readings can be large; an effect the other way counts as inactive or inconclusive.
canonical_smiles | S-ASM inh | TSHR antagonist | TSG101-PTAP inh | a7 integrin act | Tb PFK block | Eya2 phos inh | A-T KAP1 phos | Mito fusion yeast | TCR act | ELG1 repair inh | BCR signal inh
C=CCn1c(CNC(=O)c2ccccc2C)nnc1SCC(=O)NC1CCCC1 | 1% | 11 | -1% | -4% | ? | 13% | -5% | -5% | 4% | ? | ?
COc1ccccc1N1CCN(C(=O)C(OC(C)=O)c2ccccc2)CC1 (centres undefined) | -5% | -4 | -6% | -27% | 1% | 0% | 2% | -1% | . | -3% | 6%
Cc1onc(-c2ccccc2Cl)c1C(=O)Nc1cccc(-c2nc3ncccn3c2C)c1 | i | 15 | . | -34% | 4%[0.46 µM] | -12% | 9% | 8% | . | 11% | 6%
CCOC(=O)/C(C#N)=C/Nc1ccccc1NS(=O)(=O)c1cccc(C(C)=O)c1 | -3% | -8 | -1% | -11% | -6% | 1% | 11% | -1% | 1% | -4% | 1%
O=S(=O)(NN=C1CCCCCCC1)c1ccc(Br)cc1 | -2% | -9 | -4% | 4% | 7% | -5% | . | 0% | 3%[46.1 µM] | -1% | -8%
COC(=O)[C@@]1(Cc2ccccc2)[C@H]2C(=O)N(C)C(=O)[C@H]2[C@H]2CN=C(SCc3ccc(C)cc3)N21 | -3% | -9 | -1% | -3% | -2% | 0% | -11% | . | -10%[46.1 µM] | -4% | ?
CCN(CCCNC(=O)C1CCCN(S(=O)(=O)CC)C1)c1cccc(C)c1 (centres undefined) | -1% | 22 | -3% | -12% | -3%[0.46 µM] | -8% | 2% | 1% | 8% | -6% | 0%
COc1ccc(OC)c(N=Cc2c(O)[nH]c3ccccc23)c1 | 8% | -3 | -3% | ? | -5% | -6% | 6% | 4% | 9% | ? | ?
CCCSC1=N/C(=C\c2ccsc2)C(=O)S1 | -3% | 5 | -4% | -27% | -2% | 8% | 3% | 5% | 1% | 10% | 3%
O=C(/C=C\c1ccc2c(c1)OCO2)Nc1c2c(nn1-c1ccc(Cl)cc1)CSC2 | -9% | -12 | -1% | -23% | 8% | -1% | 20% | -4% | -2% | ? | -5%
O=C(C[C@@H]1C/C=C\C[C@@H](NC(=O)OCC2c3ccccc3-c3ccccc32)C(=O)OCCNC1=O)N[C@@H](CO)Cc1ccccc1 | 0% | -9 | -9% | -10% | 3% | -33% | 4% | . | 4% | -18% | 2%
O=C1c2cccc3cccc(c23)C(=O)N1Cc1ccco1 | 25% | -1 | -1% | -11% | 3% | 13% | 0% | 5% | -3% | -1% | 7%
O=C(CN1C(=O)c2ccccc2S1(=O)=O)NCc1cccs1 | -2% | 26 | -9% | -12% | 1% | 0% | 14% | -1% | -2% | 6% | 0%
C#CCOCCOCCOCCNc1nc(N2CCOCC2)nc(N2CCN(C(=O)[C@H](Cc3ccc(O)cc3)n3cc([C@@H](N)C(C)CC)nn3)CC2)n1 (some centres undefined) | 8% | 0 | -7% | 14% | -2% | -2% | -3% | -4% | 1% | -15% | ?
CCCC(=O)Nc1cc(C)c(NC(=O)c2cccs2)cn1 | 8% | -7 | 0% | 8% | 3% | 6% | 23% | 9% | 4% | 11% | 2%
O=C(Cn1nnc(-c2ccccc2)n1)NC1CCS(=O)(=O)C1 (centres undefined) | -1% | 6 | -6% | 0% | 0% | 10% | 3% | 5% | 1% | 9% | 2%
CC(=O)N1c2ccc(S(=O)(=O)N3CCC(C(=O)N4CCC(C)CC4)CC3)cc2CC1C (centres undefined) | 3% | 2 | -2% | 0% | 11% | 7% | 0% | 5% | 3% | ? | 6%
[O-]/[N+](=C\c1ccco1)c1ccc(Cl)cc1 | -3% | 2 | -1% | -23% | -4% | -8% | 12% | 2% | -2% | ? | -5%
CCOc1ccc(N2CC(O)Cn3c2nc2c3c(=O)n(CCCc3ccccc3)c(=O)n2C)cc1 (centres undefined) | -5% | 9 | -5% | -16% | 3% | 24% | -5% | 3% | 1% | ? | 0%
O=C(Nc1ccccc1Br)c1ccccc1-c1ccccc1 | -2% | -6 | -11% | -33% | -3% | 6% | 17% | ? | 3% | -11% | ?
Cc1ccc(C)c(S(=O)(=O)N2CCN(C(=O)Cn3cnc4c3c(=O)n(C)c(=O)n4C)CC2)c1 | -2% | -14 | -1% | 2% | 2% | 0% | . | -2% | -2% | . | -12%
c1ccc(-c2nnc(-c3ccccn3)s2)nc1 | 1% | 17 | -13% | 6% | ? | 7% | ? | -5% | -5% | ? | ?
c1cc(-c2sc(-c3ccncc3)c(-c3ccncc3)c2-c2ccncc2)ccn1 | 15% | -6 | -7% | ? | -8% | 4% | 7% | 5% | 0% | 18µM* | -3%
CC(=O)c1ccc(OCC(C)Oc2ccc(C#N)cc2)cc1 (centres undefined) | 0% | -10 | -1% | -23% | 4% | 7% | 13% | -2% | 2% | 4% | 7%
O=C(Nc1ccccc1Cl)/C(Cl)=C(\Cl)S(=O)c1ccccc1 (centres undefined) | -3% | -71* | 0% | -75%[inhibitor] | -6% | -7% | -11% | -2% | 4% | 9.2µM* | ?
COc1ccc(CC(=O)NNC(=O)CCc2ccccc2)cc1OC | 2% | 4 | 3% | 18% | -3% | 6% | 2% | 1% | -6% | 0% | 3%
CC1CCCCC1NC(=O)CSc1nnc(COc2ccccc2Cl)o1 (centres undefined) | 0% | -8 | -3% | -28% | 1% | 18% | ? | 5% | 2% | 6% | -3%
CC(C)n1cc(C(=O)N2CCCC(N3CCN(c4ccc(F)cc4)CC3)C2)cn1 (centres undefined) | 1% | -3 | -2% | -21% | 1% | 3% | 6% | 1% | -2% | 3% | 4%
Cc1ccc(OCc2nnc(NC(=O)c3ccco3)s2)c(C)c1 | -1% | 13 | -10% | 17% | 0% | -20% | 0% | 8% | 6% | 7% | 8%
CCOC(=O)C1CCN(C(=O)COC(=O)CNC(=O)c2ccc(OC)cc2)CC1 | 2% | 9 | 1% | 12% | -8% | 11% | 5% | 0% | 3% | -11% | 0%

# An excerpt of these results, with values under each structure.
# Screens in order – S-ASM inh	TSHR antagonist	TSG101-PTAP inh	a7 integrin act	Tb PFK block	Eya2 phos inh	A-T KAP1 phos	Mito fusion yeast	TCR act	ELG1 repair inh	BCR signal inh
O=C(CN1C(=O)c2ccccc2S1(=O)=O)NCc1cccs1
    -2%	26	-9%	-12%	1%	0%	14%	-1%	-2%	6%	0%
CCOC(=O)C1CCN(C(=O)COC(=O)CNC(=O)c2ccc(OC)cc2)CC1
    2%	9	1%	12%	-8%	11%	5%	0%	3%	-11%	0%
O=C(Nc1ccccc1Br)c1ccccc1-c1ccccc1
    -2%	-6	-11%	-33%	-3%	6%	17%	?	3%	-11%	?

# Next section.
compound	S-ASM inh	TSHR antagonist	TSG101-PTAP inh	a7 integrin act	Tb PFK block	Eya2 phos inh	A-T KAP1 phos	Mito fusion yeast	TCR act	ELG1 repair inh	BCR signal inh
O=S(=O)(NC[C@@H]1CCC[C@H](CNS(=O)(=O)c2c(F)cccc2F)C1)c1ccc2c(c1)OCCO2	.	21	.	.	-4%	-2%	5%	6%	.	.	6%
Cc1ccc(C(=O)NC2CCN(S(=O)(=O)c3ccccc3)CC2)cc1	-2%	-15	0%	8%	1%	5%	-6%	0%	-5%	0%	4%
Fc1ccc2cnc(CCO[C@H]3CCCCO3)cc2c1	1%	13	-3%	3%	1%	19%	20%	.	-16%	?	?
CCC(C(=O)NC(C)CCc1ccccc1)n1nc(C)n2c(cc3occc32)c1=O (centres undefined)	-3%	-7	-2%	-24%	1%	-19%	-3%	27%	0%	?	?
CCOc1ccc(C(=O)CCC(=O)Nc2cc(C)ccn2)cc1	2%	2	-2%	-1%	0%	-15%	-3%	19%	2%	?	4%
